aDG glyco up – increases alpha dystroglycan glycosylation. 0.22% of 360,000 active. Pro5-aDG cells, alpha-DG glycosylation AlphaScreen (IIH6); 0% Pro5, 100% B10-LARGE cell signal. activation, % at 10 µM. AID 624168;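 active = activation of at least 8% versus controls, or a plate z-score of at least 8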;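 also: Pro5 are CHO cells carrying HIG-tagged alpha-DG that lacks glycosylation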
MC4R barr agon – human MC4R agonism via beta-arrestin. activation, % at 8.9 µM. P32245. U2OS MC4R beta-arrestin complementation, luminescence; percent of melanotan II response, DMSO zero. 0.98% of 360,000 active;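 active = activation above a per-plate cutoff, the mean activation of sample wells on that plate plus 3 SD, cut at about 8% in these data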
Target sequence (P32245 whole entry, looked up): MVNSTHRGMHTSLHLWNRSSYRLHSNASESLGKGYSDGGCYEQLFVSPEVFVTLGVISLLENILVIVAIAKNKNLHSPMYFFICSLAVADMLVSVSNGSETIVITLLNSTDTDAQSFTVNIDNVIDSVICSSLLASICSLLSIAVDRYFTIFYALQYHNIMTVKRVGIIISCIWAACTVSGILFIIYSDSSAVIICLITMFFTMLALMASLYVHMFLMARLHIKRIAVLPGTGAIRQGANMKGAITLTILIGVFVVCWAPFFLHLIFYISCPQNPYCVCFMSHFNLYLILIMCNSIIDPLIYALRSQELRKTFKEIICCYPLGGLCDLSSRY
ABHD5 PLIN5 PPI – blocks binding of human ABHD5 to perilipin-5; Q00G26+Q8WTS1; Split G. princeps luciferase complementation, luminescence, 4 h; inhibition, % at 4 µM; 0.78% of 360,000 active; AID 602281;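 active = inhibition above the mean inhibition across every tested compound plus 3 SD, cut at about 22% in these data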;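 also: 0% = DMSO only wells and the 100% control is not disclosed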
Vif imaging – HIV Vif inhibition; inhibition, % at 7.49 µM; AID 602346; 0.35% of 340,000 active; HEK293T cells, Vif self-association by quenched fluorescence, imaging, 24 h; in the data active = inhibition above about 50%, passing the limit was not always enough; also: some results filed as inactive read as strong as hits
ABCB6 inh 2 – inhibitors of human ABC transporter ABCB6 | Q9NP58 | K562-ABCB6 porphyrin accumulation, flow cytometry, 1 h; hits give low values | fluorescence ratio to DMSO, % at 10 µM | 0.19% of 360,000 active;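 active = fluorescence ratio to DMSO below 75%, the collection mean minus 3 SD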;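 also: signal is porphyrin accumulated inside mitochondria; 100% equals median channel fluorescence of DMSO control wells; lower ratio means ABCB6 inhibition with less porphyrin fluorescence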
NOD2-RIPK2 inh – NOD2-RIPK2 protein interaction inhibition; O43353; CHO BLA complementation NOD2-RIPK2, CCF4 ratio; inhibition, % at 4.98 µM; 0.38% of 360,000 active; AID 624267; in the data active = inhibition above about 21%;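 also: 0% = vehicle only and 100% = reference blocker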
Target sequence (O43353 whole entry, looked up): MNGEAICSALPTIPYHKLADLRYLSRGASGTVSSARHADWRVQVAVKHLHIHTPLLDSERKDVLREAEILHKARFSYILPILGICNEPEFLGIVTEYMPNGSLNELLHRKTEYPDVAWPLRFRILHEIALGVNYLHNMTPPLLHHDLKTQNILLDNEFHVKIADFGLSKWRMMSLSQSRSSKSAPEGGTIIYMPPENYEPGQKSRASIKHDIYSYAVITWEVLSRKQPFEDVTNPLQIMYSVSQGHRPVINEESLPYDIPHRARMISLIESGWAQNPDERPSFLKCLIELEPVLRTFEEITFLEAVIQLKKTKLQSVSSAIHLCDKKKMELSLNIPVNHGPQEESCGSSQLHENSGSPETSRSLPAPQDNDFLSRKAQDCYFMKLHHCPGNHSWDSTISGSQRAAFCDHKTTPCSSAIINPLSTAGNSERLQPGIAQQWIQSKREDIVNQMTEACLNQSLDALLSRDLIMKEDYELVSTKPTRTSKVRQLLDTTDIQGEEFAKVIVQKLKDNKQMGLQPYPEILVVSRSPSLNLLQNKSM
Exocytosis inh – lytic granule exocytosis inhibition. TALL-104 LAMP-1 surface exposure, flow cytometry; cells stimulated with thapsigargin and PMA. inhibition, % at 10 µM. 0.66% of 360,000 active. AID 651702;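 active = inhibition above about 55%, limit read from the data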
Glyco luc inh – N-linked glycosylation inhibition; D54 ERlucT glycosylation luciferase reporter, 24 h; percent of 100 nM tunicamycin response; reporter increase, % at 12.5 µM; 0.23% of 360,000 active;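 active = mean luciferase reporter signal, scaled so untreated is 0 and the glycosylation-blocking control 100, at or above a set limit in every replicate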;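 also: luciferase carries N-glycosylation sites so blocking glycosylation raises the light; 0% = median of neutral control wells and 100% = median of 100 nM tunicamycin wells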
TLR9-MyD88 inh – blocks human TLR9 binding to MyD88. 0.21% of 340,000 active. inhibition, % at 4.98 µM. AID 504734. Q9NR96+Q99836. CHO BLA complementation TLR9-MyD88, CCF4 FRET ratio;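 active = inhibition above the mean over all tested compounds plus 3 SD, cut at about 21% in these data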;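 also: 0% = DMSO only wells and 100% = clavulanate BLA inhibitor control wells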
MC4R antagonist – antagonists of human melanocortin 4 receptor (MC4R); P32245; MC4R-expressing cells, MTII-stimulated cAMP, LANCE TR-FRET; inhibition, % at 6.5 µM; 0.48% of 360,000 active; AID 540295;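 active = inhibition above its plate's cutoff, the mean of tested wells on that plate plus 3 SD, cut at about 29% in these data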;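 also: 0% = Melanotan II alone and 100% = Melanotan II plus saturating MCL0020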
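Assay system: U2OS cells stably expressing human melanocortin 4 receptor (MC4R) / Dosing: 6.5 µM / Timing: compound 30 min, challenge 1 h, detection 1 h / Measured by: Eu-cAMP/anti-cAMP TR-FRET, emission 671 nm / Replicates: singlicate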
* marks the source's active call; other numbers are inactive results; x = no result given. A portion of the library (hit frequency here may not be typical).

SMILES | aDG glyco up | MC4R barr agon | ABHD5 PLIN5 PPI | Vif imaging | ABCB6 inh 2 | NOD2-RIPK2 inh | Exocytosis inh | Glyco luc inh | TLR9-MyD88 inh | MC4R antagonist
COC(=O)C(C)Sc1nnc(Cc2cc(=O)[nH]c(=O)[nH]2)n1-c1ccc(OC)cc1 (stereo not given) | 0.0 | -0.5 | -5 | -6 | 92 | -7 | -9 | 2 | -9 | 17
NC(=O)c1ccsc1NC(=O)COC(=O)COc1ccccc1F | 0.1 | -1.7 | 0 | -3 | 106 | -20 | -2 | 0 | 3 | 2
CCn1c(=O)c([N+](=O)[O-])c(N2CCOCC2)c2ccccc21 | 0.0 | -1.9 | -1 | 3 | 98 | 8 | 1 | 1 | -4 | 13
O=C(C1CCCCC1)N1CCC(c2nc3c(nnn3Cc3ccccc3Cl)c(=O)[nH]2)CC1 | 0.1 | 0.0 | -5 | -2 | 100 | -6 | -3 | 2 | -5 | 18
Cc1[nH]n(-c2ccccc2)c(=O)c1/C=N/N(c1ccccc1)c1ccccc1 | -0.1 | -0.7 | -31 | 16 | 101 | -2 | -2 | 0 | 3 | -4
Cc1c(NC(=O)Nc2ccc3c(c2)OCO3)cccc1[N+](=O)[O-] | 0.1 | -0.4 | 1 | -6 | 93 | -13 | -3 | -3 | -19 | 0
N#Cc1cn(N2CCCCC2)c(=O)[nH]c1=O | -0.1 | -1.2 | -4 | 12 | 96 | -1 | 3 | -1 | 5 | 6
COC(=O)c1ccc(CNC(=O)Cn2cnc(C(=O)Nc3ccc(C)c(C)c3)n2)cc1 | -0.1 | -0.9 | 3 | 2 | 98 | -2 | 8 | 0 | -4 | -4
N=c1c(S(=O)(=O)c2ccc(Cl)cc2)cc2c(=O)n3ccccc3nc2n1CCc1ccccc1 | -0.1 | -3.2 | -3 | 8 | 96 | -1 | -2 | 50* | 4 | 6
CCOC(=O)c1c(NC(=O)CCS(=O)(=O)c2ccccc2)sc2c1CCN(C)C2 | 1.8 | -0.9 | 2 | 8 | 104 | -8 | 2 | -7 | -10 | 10
O=C(C1CCCCC1)N1CCCC(c2nc3c(nnn3Cc3ccccc3)c(=O)[nH]2)C1 (stereo not given) | -0.1 | -1.4 | 5 | -6 | 96 | -1 | -2 | 1 | 9 | 6
CC[C@@]1(c2ccccc2C)C(=O)N(C(=O)OC)N1C(=O)OC | -0.2 | 2.0 | 1 | 33 | 105 | -1 | -2 | -2 | -4 | 13
c1ccc(OCc2nn3c(C4CCCCC4)nnc3s2)cc1 | 0.0 | -0.2 | 13 | 4 | 107 | 1 | -2 | -3 | 2 | -6
CCOC(=O)C(NC(C)=O)(Nc1ccc(S(=O)(=O)Nc2ccncn2)cc1)C(F)(F)F (stereo not given) | -0.1 | 1.1 | -6 | -3 | 100 | 3 | 1 | 1 | 2 | 12
CCCCN(C)CCn1c(=S)[nH]c2cc(OCC)c(OCC)cc2c1=O | -0.2 | -0.1 | 2 | 2 | 98 | 9 | -6 | -4 | 5 | 6
CNC(=O)CCCc1nc(-c2ccccc2Cl)no1 | 0.1 | -0.6 | 6 | 0 | 97 | 8 | -3 | 4 | -1 | 0
O=C(CNC(=O)c1ccc(Br)o1)Nc1ccccc1 | 0.0 | 0.5 | 0 | -3 | 99 | -5 | -3 | 1 | -13 | 8
O=C(C1COc2ccccc2O1)N1CCCCC1 (stereo not given) | 0.2 | -0.9 | 3 | -1 | 104 | -6 | -18 | -3 | 3 | -5
COC(=O)c1cccc(N2C(=O)c3ccccc3S2(=O)=O)c1 | -0.3 | 1.2 | 3 | x | 89 | -4 | -1 | x | -10 | 8
C=CCn1cc(C(=O)NCCCOC)c(=O)c2cc(S(=O)(=O)N3CCC(C)CC3)ccc21 | 0.3 | -1.3 | 3 | 3 | 101 | -5 | 2 | 1 | -7 | 7
Cc1ccccc1NC(=S)c1nc2ccccc2[nH]1 | -0.3 | 0.6 | 2 | -1 | 96 | -4 | -3 | 5 | 3 | -3
Cc1ccc(C)c(S(=O)(=O)N/N=C/c2ccc(F)cc2)c1 | 0.2 | -2.3 | 4 | 6 | 98 | -7 | -2 | -2 | 6 | 3
CCOC(=O)c1nc(C)nc(Sc2n[nH]c(-c3cc(C(F)(F)F)cc(C(F)(F)F)c3)n2)c1C | -0.1 | 0.2 | -1 | 5 | 102 | -11 | -2 | 2 | 2 | -6
COc1ccccc1NC(=O)N(Cc1ccccc1)c1ccccn1 | 0.0 | -2.0 | 2 | -12 | 89 | -3 | 3 | -3 | -5 | 3
O=C(NCc1ccccc1)OCCN1CCN(Cc2ccccc2)CCC1=O | -0.3 | 2.3 | -8 | -2 | 98 | 0 | 3 | 1 | -10 | 0
SMILES | aDG glyco up | MC4R barr agon | ABHD5 PLIN5 PPI | Vif imaging | ABCB6 inh 2 | NOD2-RIPK2 inh | Exocytosis inh | Glyco luc inh | TLR9-MyD88 inh | MC4R antagonist
CC(C)(C)Nc1nc2ccc([N+](=O)[O-])cc2o1 | 0.0 | 0.6 | 5 | -10 | 94 | 3 | -8 | -3 | -19 | -1
CCN(CC)Cc1c(O)ccc2cc(-c3nc4ccccc4n3C)c(=O)oc12 | -0.2 | -0.5 | 0 | 9 | 101 | 29* | -6 | 2 | -2 | 4
Cc1cccc(N(C(=O)Cn2nnc(-c3ccc(C)o3)n2)C(C(=O)NC2CCCC2)c2ccncc2)c1 (stereo not given) | 0.0 | -2.4 | -2 | -15 | 82 | -1 | -9 | -1 | 8 | 9
CC(C)(C)S(=O)(=O)c1cnc(-c2ccccn2)nc1N | 0.0 | -0.6 | -1 | -1 | 102 | 2 | -3 | 2 | 5 | 6
Cn1cccc1CC(=O)N/N=C\c1c2ccccc2cc2ccccc12 | -0.5 | -0.8 | 4 | 1 | 73* | -15 | 12 | 6 | 4 | -9
COc1ccccc1N(CCC#N)C(=O)CSc1nnc2ccccn12 | 0.0 | 1.8 | 13 | 14 | 101 | -12 | -1 | 0 | -24 | 3
Cc1cc(NC(=O)CS(=O)c2cn(Cc3cccc(Cl)c3)c3ccccc23)no1 (stereo not given) | -0.3 | -0.1 | -3 | -7 | 94 | 5 | 25 | 1 | x | 8
COCCNC(=O)c1ccccc1NC(=O)c1ccccc1SC | 0.0 | -2.6 | 2 | 0 | 100 | -5 | 6 | 0 | -5 | -3
N#Cc1cn(-c2cccc(C(F)(F)F)c2)c(=O)[nH]c1=O | 0.1 | 0.2 | 9 | 0 | 97 | 0 | 0 | 4 | -4 | -1
Cc1ccc(C)c(CSc2nnc(-c3cccs3)n2Cc2ccco2)c1 | 0.2 | -0.1 | 14 | -9 | 95 | 4 | 2 | -3 | 3 | 9
O=C(Nc1cccnc1Cl)c1cc2ccccc2o1 | 0.1 | 1.3 | 0 | 1 | 100 | -3 | 11 | -6 | 1 | 1
O=C(/C=C/c1ccco1)NC(=S)Nc1ccccc1Br | 0.3 | 3.4 | 7 | -5 | 109 | -13 | -3 | -2 | 1 | -3
Cc1ccc([N+](=O)[O-])cc1NC(=O)Nc1cccc(F)c1 | 1.4 | 0.7 | 1 | -6 | 90 | 3 | 30 | -6 | -6 | 5
COc1cc(C(=O)CCN2CCC(c3ccccc3)C2)cc(OC)c1OC (stereo not given) | -0.4 | -3.5 | 5 | 2 | 91 | -2 | 15 | 2 | 0 | -4
CCN1CCN(c2ncc(C(=O)Nc3cc(Cl)c(OC)cc3OC)c3ccccc23)CC1 | 1.9 | -2.5 | 5 | 1 | 97 | 13 | 7 | -6 | 1 | 6
CCCCNC(=O)C1(C)CCN1C(=O)c1cccc2c1OCCO2 (stereo not given) | 0.0 | -1.6 | 0 | x | 104 | -6 | 10 | 0 | x | 6
O=C(NCc1ccco1)c1ccc(S(=O)(=O)N2CCCc3ccccc32)cc1 | -0.1 | -0.5 | 5 | 0 | 94 | -17 | 2 | -2 | -4 | 0
C=CCC[C@@H](Cc1ccc(F)cc1)C(=O)OC[C@H](Cc1c[nH]c2ccccc12)NC(=O)[C@@H](CC=C)CC(=O)N[C@@H](CO)Cc1ccccc1 | 1.4 | 8.0 | 1 | x | 101 | 1 | 0 | -4 | 2 | 19
CCOC(=O)c1c(C)[nH]c(C(=O)COC(=O)c2ccc(F)c(S(=O)(=O)N3CCOCC3)c2)c1C | 0.2 | 1.6 | 7 | 4 | 92 | -5 | 4 | 1 | -7 | 8
COc1ccc(NC(=O)CNC(=O)C2CCCCC2)cc1 | 0.1 | -3.0 | -3 | 2 | 108 | 3 | -14 | 0 | -9 | -2
CCCn1c(N)c(C(=O)CSc2nnc(-c3c[nH]c4ccccc34)n2C2CC2)c(=O)[nH]c1=O | -0.1 | -1.6 | -7 | -6 | 105 | 3 | 4 | 0 | -3 | 1
N#Cc1ccccc1/C=N/Nc1nc(-c2ccccc2)c2cc(Br)ccc2n1 | 0.3 | -1.4 | 3 | -13 | 101 | -4 | 0 | 1 | 7 | 12

Molecules from the list above that contain fluorine:
SMILES | aDG glyco up | MC4R barr agon | ABHD5 PLIN5 PPI | Vif imaging | ABCB6 inh 2 | NOD2-RIPK2 inh | Exocytosis inh | Glyco luc inh | TLR9-MyD88 inh | MC4R antagonist
NC(=O)c1ccsc1NC(=O)COC(=O)COc1ccccc1F | 0.1 | -1.7 | 0 | -3 | 106 | -20 | -2 | 0 | 3 | 2
CCOC(=O)C(NC(C)=O)(Nc1ccc(S(=O)(=O)Nc2ccncn2)cc1)C(F)(F)F (stereo not given) | -0.1 | 1.1 | -6 | -3 | 100 | 3 | 1 | 1 | 2 | 12
Cc1ccc(C)c(S(=O)(=O)N/N=C/c2ccc(F)cc2)c1 | 0.2 | -2.3 | 4 | 6 | 98 | -7 | -2 | -2 | 6 | 3
CCOC(=O)c1nc(C)nc(Sc2n[nH]c(-c3cc(C(F)(F)F)cc(C(F)(F)F)c3)n2)c1C | -0.1 | 0.2 | -1 | 5 | 102 | -11 | -2 | 2 | 2 | -6
N#Cc1cn(-c2cccc(C(F)(F)F)c2)c(=O)[nH]c1=O | 0.1 | 0.2 | 9 | 0 | 97 | 0 | 0 | 4 | -4 | -1
Cc1ccc([N+](=O)[O-])cc1NC(=O)Nc1cccc(F)c1 | 1.4 | 0.7 | 1 | -6 | 90 | 3 | 30 | -6 | -6 | 5
C=CCC[C@@H](Cc1ccc(F)cc1)C(=O)OC[C@H](Cc1c[nH]c2ccccc12)NC(=O)[C@@H](CC=C)CC(=O)N[C@@H](CO)Cc1ccccc1 | 1.4 | 8.0 | 1 | x | 101 | 1 | 0 | -4 | 2 | 19
CCOC(=O)c1c(C)[nH]c(C(=O)COC(=O)c2ccc(F)c(S(=O)(=O)N3CCOCC3)c2)c1C | 0.2 | 1.6 | 7 | 4 | 92 | -5 | 4 | 1 | -7 | 8
